PriA SSB inh – blocks PriA binding to SSB C-terminal tail. AlphaScreen SSBct-PriA binding, biotinylated peptide. inhibition, % at 33 µM. 430,000 compounds, 0.6% hits; in the data active = inhibition mostly above about 37%, no sharp cut-off; inactive = mostly below about 20%;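 note: plate controls were negative control peptide for no effect and reference peptide for full effect; strong numbers were not always called active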
Starred values were filed as active, the others as inactive; & = joins results of further samples. Some of the compounds tested, so the mix of outcomes need not match the whole.

SMILES | PriA SSB inh
CC(=NNC(=O)CNC(=O)/C=C/c1ccco1)c1ccc(Cl)cc1 | -2
COc1ccccc1-c1ccc(N2CCN(S(C)(=O)=O)CC2)nn1 | 0
CCOC(=O)c1ccc(Oc2c(C(F)(F)F)oc3cc(O)ccc3c2=O)cc1 | -5
Cc1ccc(NC(=O)Cc2ccc(F)cc2)c(C(=O)c2ccccc2)c1 | -25
COc1ccc2nc(N3CCN(C(=O)c4cc(Cl)sc4Cl)CC3)sc2c1 | -20
O=S(=O)(C1CCCCC1)N1CCC(c2cccs2)CC1 | 5
CCC1SC(C)CC(=NNC(N)=O)C1C (stereo not given) | 2
CC1CNC(=CC(=O)c2ccccc2)C(=O)N1 (stereo not given) | 7
Cc1nnsc1C(=O)NC(C)Cc1ccoc1 (stereo not given) | 8
O=C(NCC(c1cccs1)N1CCc2ccccc21)c1ccc(Br)cc1 (stereo not given) | -13
Cc1cc(C)n(-c2cc(NCCNC(=O)COc3ccc(-n4cccn4)nn3)ncn2)n1 | -12
COc1ccc(Br)c(C(=O)NCC2CCN(c3nccnc3C#N)CC2)c1 | -10
CCOc1c[nH]c(C(=O)Nc2ccc3c(c2)OCCO3)cc1=O | 8
CC(=NNc1ncc(Cl)cc1Cl)c1ccc(S(=O)(=O)NCc2ccco2)cc1 | 8
Cn1nc(-c2ccc(F)cc2)cc1C(=O)Nc1ccsc1-c1nc(C2CC2)no1 | -37
Cn1cnc(S(=O)(=O)NC[C@@](C)(O)CCc2ccccc2)c1 | 0
Cc1cccc(N2CCC(=NC(N)=S)N2)c1 | 13
CCCS(=O)(=O)N1CCC2(CC1)NC(=O)N(Cc1ccc(F)cc1)C2=O | -11
O=C(COc1cccc2ccccc12)N/N=C\c1ccco1 | 6
O=C(Cn1cnc2c(-c3ccc(Cl)cc3)csc2c1=O)Nc1ccc2c(c1)OCO2 | 7
O=C(CNS(=O)(=O)c1ccc([N+](=O)[O-])cc1)NN=Cc1ccc(O)cc1O | 3
CCOc1ccccc1-c1nc(Cn2nnc(C(=O)Nc3ccccc3F)c2N)c(C)o1 | -11
COc1ccc(COC(=O)NN=C(C)CC(=O)NCc2ccc(Cl)cc2)cc1 | -15
O=C(COC(=O)c1ccc(O)cc1O)c1ccc2ccccc2c1 | -14
CCOC(=O)c1csc(NC(=O)c2ccccc2Cl)n1 | 2

The list continues:
SMILES | PriA SSB inh
COc1ccc(C)cc1NC(=O)C(=O)NCC1CCN(C2CCCC2)CC1 | -11
CO[C@@H](CNC(=O)NCc1cccc2ccccc12)c1ccc(Cl)s1 | 3
COc1coc(C(=O)N2CCN(c3cccc(Cl)c3Cl)CC2)cc1=O | -6
CNC(=O)CS(=O)(=O)C1CCN(C(=O)c2cnn(-c3ccccc3)n2)CC1 | -6
Cn1nc(CNC(=O)c2cc(=O)c3ccccc3o2)c2c1CCOC2 | -28
CC(Oc1ccccc1)C(=O)NCCn1ccnc1C1CC1 (stereo not given) | 10
O=C(NCCCN1CCO[C@H](c2ccccc2)C1)C(=O)Nc1ccccc1Cl | 2
Cc1oncc1C(=O)NCC1CCN(C(=O)NC(C)(C)C)CC1 | -20
O=C(CSc1nccc(N2CCCCCC2)n1)Nc1ccc(Cl)c(C(F)(F)F)c1 | -10
O=C(NCCCn1cccc1)c1ccccc1Oc1ccccc1 | -14
Cc1ccc(N2CC(NC(=O)Nc3ncccc3C)CC2=O)cc1 (stereo not given) | 31
COc1ccccc1-c1nnc(NC(=O)c2cc(C)n(C)n2)o1 | -2
O=C(Nc1ccc2c(c1)OCO2)Nc1ccccc1Cc1nc(-c2cccnc2)no1 | 6
CC(C)c1ccc(NC(=O)Cc2csc(Nc3ccc(S(C)(=O)=O)cc3)n2)cc1 | 6
CCn1ccc(C(=O)Nc2ccccc2C#N)n1 | -11
O=C(COc1ccc(Cl)cc1Cl)NCCn1nc(-c2ccco2)ccc1=O | 3
O=C(CNC(=O)c1ccc(S(=O)(=O)N2CCCC2)cc1)NN=Cc1ccc(Cl)cc1 | 6
Cc1noc(-c2sccc2NC(=O)C2COc3ccccc3O2)n1 (stereo not given) | 14
CC(C)CCN1C(=O)C(C)(C)COc2cc(NC(=O)c3ccc(Cl)c([N+](=O)[O-])c3)ccc21 | 9
CC(C)(C)OC(=O)C[C@H]1C/C=C/C[C@@H](CC(=O)N[C@@H](CO)Cc2ccccc2)C(=O)N2CCC[C@H]2COC1=O | -5
COc1ccc(N(CC(=O)NCc2ccccc2)S(=O)(=O)c2cccnc2)cc1 | 1
CCOc1ccc(NCC(=O)c2ccc(-c3ccccc3)cc2)cc1 | 10
COc1ccc(S(=O)(=O)CC(=O)Nc2cccc(-c3nc4ccccc4[nH]3)c2)cc1 | 7
Cc1ccc(NC(=O)CSc2nnc3ccc(-c4ccco4)nn23)cc1F | -17
COc1ccc(OC)c(-c2nnc(N)o2)c1 | 17

Going on with the list.
SMILES | PriA SSB inh
CCc1ccc(NCc2cc3cc4c(cc3n(CC(=O)NCc3ccccc3)c2=O)OCCO4)cc1 | 19
CS(=O)(=O)N1CCN(C(=O)Cc2cc(=O)[nH]c(SCc3ccccc3)n2)CC1 | -7
O=c1ccc(-c2nc(-c3cnccn3)no2)cn1Cc1ccccc1F | -6
COc1cccc2c(=O)n(CC(=O)Nc3ccc(C(F)(F)F)cc3)ccc12 | -11
COc1cc(=O)n(-c2ccccc2)cc1C(=O)Nc1nc(-c2ccco2)cs1 | -1
CCOC(=O)c1c(NC(=O)CCSc2nc3sc(C)c(C)c3c(=O)[nH]2)sc(C)c1C | -10
O=C(O)CCc1c(F)cccc1Cl | -19
COc1ccc(C(=O)NCC(O)(c2ccccc2)C(F)(F)F)cc1F (stereo not given) | -6
CCc1ccc(S(=O)(=O)N2CCCN(S(=O)(=O)c3cnn(C)c3)CC2)s1 | -7
CC(C)c1nnc(SCc2ccccn2)c2c1cnn2-c1ccccc1 | -7
Cc1ccc(NCC(=O)NN=C/C(Br)=C/c2ccccc2)cc1 | 5
CSc1ccc2nc(NC(=O)c3sc4ccccc4c3Cl)sc2c1 | -2
O=C(O)c1cc2ccccn2c1 | 9
O=C(NN=Cc1ccc([N+](=O)[O-])o1)c1cc(-c2cccc(Br)c2)nc2ccccc12 | 19
CC(=O)c1ccc(C(=O)Nc2nc(-c3ccc(C)cc3C)cs2)cc1 | -26
O=C(COc1ccc(Cl)cc1)NC[C@@H](c1cccs1)S(=O)(=O)c1ccc(Cl)cc1 | 2
CC(=O)Nc1ccc(Nc2cc(C)nc3cc(C(F)(F)F)ccc23)cc1 | -21
COc1ccc(C)c2sc(NC(=O)C3CCCN3S(C)(=O)=O)nc12 (stereo not given) | -6
CN1CCN(c2nc3ccc(NC(=O)c4cccc(F)c4)cc3s2)CC1 | -15
COc1ccc(CC(=O)Nc2ccc3c(c2)N(C(=O)C2CC2)CC3)cc1 | -7
O=C(CCSc1ccccc1)Nc1nnc(Cc2cccs2)o1 | -2
O=C(COc1ccc(Cl)cc1Cl)N1CCN(Cc2nc(C3CC3)cs2)CC1 | -9
Cc1ccc2nc(NC(=O)CSc3nc4c(c(=O)n3C)S[C@@H](C)C4)sc2c1 | -7
COc1ccccc1NC(=O)CSc1nc2c(oc3ccccc32)c(=O)n1CC1CCCO1 (stereo not given) | -8
Cc1c(C(=O)N2CCC(S(=O)(=O)c3nncn3C)CC2)cnn1-c1ccccc1 | 0

More compounds follow.
SMILES | PriA SSB inh
Cc1cccn2cc(-c3cccc(NC(=O)c4c[nH]c(=O)n(Cc5ccccc5F)c4=O)c3)nc12 | -18
COc1cc2ncc(S(=O)(=O)c3ccc(C)cc3)c(N3CCCCCC3)c2cc1OC | 2
Cc1onc(-c2ccccc2Cl)c1C(=O)NCc1nc(-c2cccn2C)no1 | -11
COC(=O)c1sc(-c2ccccc2)cc1NC(=O)c1cc(OC)c(OC)c(OC)c1 | -8
O=C(CSc1ccc2ccccc2n1)Nc1ccccc1C(F)(F)F | -11&-7
CCN1C(=O)C(C)(C)COc2ccc(NC(=O)COc3ccccc3F)cc21 | 17
CC(=NO)c1cccc(Br)c1 | -6
O=C(NCC1CCN(C(=O)c2ccncc2)CC1)c1ccccc1C(F)(F)F | -1
O=C(NCC[C@H](O)c1ccc2c(c1)OCO2)Nc1cccs1 | 0
O=C(NC[C@H](O)c1cccs1)C(=O)Nc1ccc(F)cc1F | -14
CNc1oc(-c2ccccc2F)nc1C#N | 13
C[C@H]1CCCCN1c1ccc2cccc(OCC(=O)N3CCc4ccccc43)c2n1 | -7
CC(=O)N1N=C(c2ccc3c(c2)OCO3)CC1c1sccc1C (stereo not given) | -3
CCOC(=O)C(CC)Sc1nnc(-c2c[nH]c3ccccc23)n1C (stereo not given) | 3
COC(=O)c1sccc1NC(=O)c1ccc(N2CCC(Cc3ccccc3)CC2)nn1 | -12
Cc1ccc(S(=O)(=O)NCc2nccc(N(C)C)n2)cc1C | -5
O=C(Cn1cnc2c(cnn2C2CCS(=O)(=O)C2)c1=O)NC1CCCCC1 (stereo not given) | -8
CCOc1ccc(NC(=O)Cc2cc(=O)[nH]c(SCc3cccc(Cl)c3)n2)cc1 | -2
CN1CCN(c2ccc(-c3ccc(NC(=O)c4ccccc4F)cc3)nn2)CC1 | 4
COc1ccc(CCC(=O)NCC2CCCN2c2ccccc2)cc1Br (stereo not given) | 20
Nc1c(Cl)cc([N+](=O)[O-])cc1[N+](=O)[O-] | -19
COc1ccc(Cl)cc1NC(=O)c1nnn(-c2ccc(C)cc2)c1C1CC1 | -11
O=C(Cn1nnc2ccccc21)Nc1ccccc1-c1csc(-c2ccccc2F)n1 | 19
CC(=NNC(N)=S)c1ccccc1 | 0
Cc1cccc(S(=O)(=O)NN=c2sc3ccccc3n2C)c1 | -1

Reprinted from the entries so far for reference:
SMILES | PriA SSB inh
Cc1onc(-c2ccccc2Cl)c1C(=O)NCc1nc(-c2cccn2C)no1 | -11
COC(=O)c1sc(-c2ccccc2)cc1NC(=O)c1cc(OC)c(OC)c(OC)c1 | -8
O=C(CSc1ccc2ccccc2n1)Nc1ccccc1C(F)(F)F | -11&-7
CCN1C(=O)C(C)(C)COc2ccc(NC(=O)COc3ccccc3F)cc21 | 17
CC(=NO)c1cccc(Br)c1 | -6
O=C(NCC1CCN(C(=O)c2ccncc2)CC1)c1ccccc1C(F)(F)F | -1
O=C(NCC[C@H](O)c1ccc2c(c1)OCO2)Nc1cccs1 | 0
O=C(NC[C@H](O)c1cccs1)C(=O)Nc1ccc(F)cc1F | -14
CNc1oc(-c2ccccc2F)nc1C#N | 13
C[C@H]1CCCCN1c1ccc2cccc(OCC(=O)N3CCc4ccccc43)c2n1 | -7
CC(=O)N1N=C(c2ccc3c(c2)OCO3)CC1c1sccc1C (stereo not given) | -3
CCOC(=O)C(CC)Sc1nnc(-c2c[nH]c3ccccc23)n1C (stereo not given) | 3
COC(=O)c1sccc1NC(=O)c1ccc(N2CCC(Cc3ccccc3)CC2)nn1 | -12
Cc1ccc(S(=O)(=O)NCc2nccc(N(C)C)n2)cc1C | -5
O=C(Cn1cnc2c(cnn2C2CCS(=O)(=O)C2)c1=O)NC1CCCCC1 (stereo not given) | -8
CCOc1ccc(NC(=O)Cc2cc(=O)[nH]c(SCc3cccc(Cl)c3)n2)cc1 | -2
CN1CCN(c2ccc(-c3ccc(NC(=O)c4ccccc4F)cc3)nn2)CC1 | 4
COc1ccc(CCC(=O)NCC2CCCN2c2ccccc2)cc1Br (stereo not given) | 20
Nc1c(Cl)cc([N+](=O)[O-])cc1[N+](=O)[O-] | -19
COc1ccc(Cl)cc1NC(=O)c1nnn(-c2ccc(C)cc2)c1C1CC1 | -11

Remaining list, next part.
SMILES | PriA SSB inh
O=C(CS(=O)(=O)Cc1ccccc1)N(Cc1ccccn1)c1nc2c(F)cc(F)cc2s1 | -8
O=C(NC1CCCC1)c1nnn(-c2ccccc2)c1CSc1ncccn1 | -16&-11
O=C(CC1CSc2nc3c(c(=O)n21)CCC3)NCCC1=CCCCC1 (stereo not given) | -4
CCOc1cn(-c2ccc(F)cc2)nc1C(=O)N1CCCCCC1 | -3
Cc1ccccc1-n1nnc(C(=O)Nc2cccc(C(C)C)c2)c1-c1ccncc1 | -2
Cc1ccn2c(NC(=O)c3ccccc3F)c(-c3ccccc3)nc2c1 | -20
O=C(Cn1ncccc1=O)NCC1CCCN(c2nccs2)C1 (stereo not given) | -3
O=S(=O)(c1cccs1)N1CCC[C@H](Cc2nc(-c3ccsc3)no2)C1 | -1
O=S(=O)(Cc1noc2ccccc12)Nc1ccc(Br)cc1F | 9
COC(=O)C1C(=N)OC2=C(C(=O)CCC2)C1c1ccc(OC)c(OC)c1 (stereo not given) | 1
CNC(=O)c1c(NC(=O)C(c2ccccc2)c2ccccc2)sc(C)c1C | -15
CN(CC(=O)Nc1ccc(C(F)(F)F)cc1)S(=O)(=O)c1cccc2cnccc12 | -10
COc1ccc(-c2ccc(OCCNC(=O)c3cccc(C(F)(F)F)c3)nn2)cc1 | 5
COc1cc(OC)c(OC)cc1C=NNC(=O)c1cc(-c2cccn2C)n[nH]1 | 25
CC(=O)NC1C(OC(=O)CCn2c(=O)sc3ccccc32)OC(COC(C)=O)C(OC(C)=O)C1OC(C)=O (stereo not given) | -13
CCOC(=O)C(=NNc1ccccc1Cl)N(C)C1CCCCC1 | 12
O=C(NCCOc1ccc2nnc(-c3ccccc3)n2n1)c1c(F)cccc1Cl | -9
CN(C)c1nc(NN=Cc2c[nH]c3ccccc23)nc(N2CCOCC2)n1 | -15
CC(=NNc1ccc([N+](=O)[O-])cc1)c1ccc(O)cc1 | 4
CCc1ccc(S(=O)(=O)NCCSC2CCOCC2)s1 | -13
O=C1CN=C(c2ccccc2)c2ccc(Cl)cc2N1 | -38
CCCn1cc(C(=O)N2CCC(C(=O)OC)CC2)c2nn(-c3ccccc3)c(=O)c-2c1 | -12
CCc1ccc(S(=O)(=O)N2CCN(c3ccc(-c4ccncc4)nn3)CC2)cc1 | 3
N#CC(C(=O)c1ccccc1)=C1CCCN1 | 0
O=C(CCc1ccccc1)Nc1ccccc1-c1nc2ccccc2s1 | 5
O=C(CSc1ccc(F)cc1)NCc1ccc(C(=O)c2ccsc2)s1 | -8
CN(N=Cc1ccncc1)C1=NCCN1 | 8
COc1ccc(C(=O)Nc2ccc3c(c2)N(C(=O)C2CCCC2)CC3)cc1F | -12
CC(=O)Nc1ccc(SCC(=O)Nc2ccccc2F)nn1 | 1

Compound activity: PubChem BioAssay, Small Molecule Screening Facility, UW Madison
